# Compound activity as filed in PubChem BioAssay.
# Growth percent in the NCI-60 one-dose screen (48 h, 10 µM unless noted): 100 = growth as untreated, 0 = no growth, -100 = all killed.
# SK-MEL-2 – SK-MEL-2 melanoma. AID 1794763. hit rate 4.7% among 77,000
# MALME-3M – MALME-3M melanoma; hit rate 5.8% among 78,000
# MDA-MB-231 – MDA-MB-231 breast cancer | hit rate 5% among 81,000 | AID 1794789
# HS 578T – HS 578T breast cancer | AID 1794788 | hit rate 4.1% among 78,000
# MCF7 – MCF7 breast cancer | hit rate 6.3% among 82,000 | AID 1794796
# T-47D – T-47D breast cancer | hit rate 5% among 79,000 | AID 1794792
# BT-549 – BT-549 breast cancer | AID 1794793 | hit rate 4.4% among 78,000
# LOX IMVI – LOX IMVI melanoma. hit rate 7.4% among 79,000. AID 1794757
# Numbers without * were called inactive; · = no result given; & = joins results of further samples; [ ] = dose if it differs, or a comment. Rule for the calls: active = growth percent below 10; inactive = the rest.
SMILES,SK-MEL-2,MALME-3M,MDA-MB-231,HS 578T,MCF7,T-47D,BT-549,LOX IMVI
COC(=O)C1Cc2ccccc2CN1C(=O)c1ccc2c(c1)Cc1ccccc1-2 (stereo unspecified),47.4[50 µM],17.7[50 µM],42.3[50 µM],70.4[50 µM],16.7[50 µM],15.8[50 µM],28.3[50 µM],35.8[50 µM]
COc1cc(OC)cc(C(=O)Nc2cccc(-c3cc(=O)c4ccccc4o3)c2)c1,105.7,114.4,105.4,114.0,90.3,63.1,131.6,87.3
CCN(CC)S(=O)(=O)N1CCN(S(=O)(=O)N(CC)CC)CC1,122.8,100.8,110.5,105.0,92.5,94.6,102.5,95.4
O=C(O)CSCc1nc2ccccc2[nH]1,105.3,126.7,98.4,101.7,96.4,104.4,107.8,·
CCCCCCCCCCC1OC(C)CC(C)O1 (stereo unspecified),104.7,98.0,115.0,100.7,98.6,88.7,100.9,·
NC(=O)c1c(NC(=O)CSc2ccccc2)sc2c1CCC2,88.0,106.9,106.8,186.5,93.6,87.8,130.5,94.9
O=C(O)c1cn(C2CC2)c2cc(N3CCN(Cc4cc(Cl)ccc4O)CC3)c(F)cc2c1=O,88.0,80.7,71.3,74.1,54.6,67.4,·,57.1
CC(C)c1ccc(S(=O)(=O)Nc2sc3c(c2C(N)=O)CCC(=O)C3)cc1,108.8,99.3,102.6,111.1,103.8,101.9,102.3,98.3
COc1ccc(C(=O)c2oc3nc(-c4cnccn4)cc(-c4cccs4)c3c2N)cc1,111.3,95.3,98.0,103.2,88.5,103.7,85.8,·
Cc1ccc(C23CCC(=O)N2CCc2cncn23)cc1 (stereo unspecified),106.7,109.1,113.1,101.0,97.9,91.2,100.5,104.7
CC(=O)N[C@H](C(=O)N[C@H](Cc1ccccc1)C(=O)N[C@H](CS)C(=O)N[C@H](CCCN=C(N)N)C(=O)N[C@H](CCCN=C(N)N)C(=O)N[C@H](CCCN=C(N)N)C(N)=O)[C@@H](C)O,118.4,114.3,105.9,98.0,103.4,99.5,110.6,103.9
O=C(Nc1nc(-c2ccccc2Cl)cs1)c1cc(-c2ccc(Br)cc2)nc2ccccc12,26.6,75.1,27.3,79.6,29.4,9.6*,70.9,50.0
CCc1nnc(N)s1,103.6,127.1,107.0,106.3,100.9,108.3,89.3,104.1
CCOC(=O)/C(C#N)=N/Nc1ccc(Cl)cc1,110.7,89.2,103.8,89.5,71.2,85.5,117.7,105.9
CN1CCN(c2nc(-c3csc(-c4cccs4)n3)cc3ccccc23)CC1,39.7,70.4,41.6,71.3,40.8,52.1,70.4,·
CCCCCCCCCC1OC(C)C(C)O1 (stereo unspecified),104.0,90.6,106.9,87.8,110.1,·,100.0,96.1
O=C1C2Nc3ccccc3N=C2OC1c1cccc([N+](=O)[O-])c1 (stereo unspecified),127.4,96.2,·,76.4,83.4,·,87.0,100.8
O=C(CC(c1ccccc1)N1CCCCC1)c1ccccc1 (stereo unspecified),108.5,·,98.7,100.0,30.4,90.8,·,92.0
C=C1C2CC[C@@]3(CC[C@@H]4[C@@]5(C)CCC[C@@]4(C=[N+](CCO)C5)[C@@H]3C2)[C@@H]1O,99.1,98.6,107.1,104.2,94.6,96.1,111.9,97.1
OCC[C@H]1C[C@@H]1/C=C/c1ccccc1,99.8,102.5,103.6,101.8,97.5,92.1,91.1,100.1
CCOC(=O)c1c(NC(=O)c2ccc(Cl)cc2)sc2c1CCCC2,104.0,101.1,102.6,103.3,82.4,91.1,103.0,98.0
COc1cc(/C=C/C(=O)N2CCN(CC(=O)N3CCCC3)CC2)cc(OC)c1OC,118.3,93.1,136.5,·,94.3,87.2,·,99.0
CN1CCN(c2ccc(Nc3nc(NCCNS(=O)(=O)c4ccccc4)c4sccc4n3)cc2)CC1,98.6,103.9,102.0,88.1,92.1,86.3,107.9,107.7
Cc1cc2c(cc1C)-n1c(C)cc(=O)n1CC(=O)N2,107.1,111.3,102.1,92.2,91.4,104.6,109.4,102.2
Nc1nc(N)c2c(n1)NC(c1ccc(Cl)cc1)CC(c1ccc3c(c1)OCO3)=N2 (stereo unspecified),94.7,63.5,88.0,84.5,55.3,57.7,77.8,85.0

# An excerpt from above in order of molar mass, ascending:
SMILES,SK-MEL-2,MALME-3M,MDA-MB-231,HS 578T,MCF7,T-47D,BT-549,LOX IMVI
O=C(O)CSCc1nc2ccccc2[nH]1,105.3,126.7,98.4,101.7,96.4,104.4,107.8,·
CCCCCCCCCC1OC(C)C(C)O1 (stereo unspecified),104.0,90.6,106.9,87.8,110.1,·,100.0,96.1
CCOC(=O)/C(C#N)=N/Nc1ccc(Cl)cc1,110.7,89.2,103.8,89.5,71.2,85.5,117.7,105.9
O=C(CC(c1ccccc1)N1CCCCC1)c1ccccc1 (stereo unspecified),108.5,·,98.7,100.0,30.4,90.8,·,92.0
COc1cc(/C=C/C(=O)N2CCN(CC(=O)N3CCCC3)CC2)cc(OC)c1OC,118.3,93.1,136.5,·,94.3,87.2,·,99.0
CC(=O)N[C@H](C(=O)N[C@H](Cc1ccccc1)C(=O)N[C@H](CS)C(=O)N[C@H](CCCN=C(N)N)C(=O)N[C@H](CCCN=C(N)N)C(=O)N[C@H](CCCN=C(N)N)C(N)=O)[C@@H](C)O,118.4,114.3,105.9,98.0,103.4,99.5,110.6,103.9

# (further entries)
SMILES,SK-MEL-2,MALME-3M,MDA-MB-231,HS 578T,MCF7,T-47D,BT-549,LOX IMVI
Nc1nc2ccc(Br)cc2s1,·,117.7,104.7,105.4,100.1,96.4,101.3,97.6
O=C1/C(=C/c2ccc(Cl)cc2)COc2ccc(O)c(O)c21,69.9,7.4*,-17.8*,20.4,9.8*,-14.8*,5.5*,-84.8*
Nc1nc(C(=O)O)cs1,124.0,101.3,97.7,101.8,96.2,102.6,94.0,100.6
CC(C)Oc1ccc(C(=O)O)cc1,111.8&109.7,96.3&117.2,105.2&113.7,109.3&107.6,100.7&99.3,109.0&90.6,115.7&86.4,103.4&99.1
NS(=O)(=O)c1ccc(CCNC(=O)CSc2ccc(-c3ccccc3)nn2)cc1,70.5,91.2,98.7,84.5,·,57.4,72.3,97.4
COc1cc([N+](=O)[O-])c(OC)cc1Cl,94.7,95.6,100.9,120.2,95.1,95.4,94.8,112.7
COc1ccc(C2=C(Nc3ccc(C(=O)Nc4ccccc4)cc3)C(=O)NC2=O)cc1,75.1,93.8,87.3,97.6,95.0,60.3,83.6,95.0
O=C(CCc1nnc2sc(CS)nn12)c1nc2ccccc2[nH]1,94.7,90.9,96.7,·,94.4,92.3,98.2,104.5
O=C(NCc1ccccc1)/C(=C/c1ccccc1[N+](=O)[O-])CC(=O)c1ccc(Cl)c(Cl)c1,102.4,97.5,90.6,93.6,93.1,92.0,93.2,·
Nc1nc(Nc2cc([N+](=O)[O-])ccc2O)nc(C(Cl)(Cl)Cl)n1,110.3,98.6,92.6,102.8,95.4,91.5,93.7,100.4
CCOC(=O)C(CCSC)(CCN(C)Cc1ccccc1)C(=O)OCC,101.0,92.8,105.8,104.8,102.0,106.5,96.3,104.2
Brc1cccc(OCCCCn2ccnc2)c1,105.6,87.3,76.9,93.8,91.8,95.1,96.1,89.9
O=C(Nc1ccccc1)c1ccc([N+](=O)[O-])cc1,·,112.5,109.2,110.5,96.1,91.9,116.3,102.2
COc1cc(C2CC(c3cc(OC)c(OC)c(OC)c3)=NN2C=O)ccc1Oc1nc2c(c(=O)n(C)c(=O)n2C)n1C (stereo unspecified),110.0,114.0,87.6,111.2,95.7,105.1,110.6,95.2
CCOC(=O)c1ccc(NC(=O)Nc2cnn(-c3ccc(S(N)(=O)=O)cc3)c2-c2ccccc2)cc1,93.8,109.0,107.2,97.1,98.4,77.8,99.1,99.8
NS(=O)(=O)Oc1ccc(NC(=O)c2ccc3ccccc3c2)cc1,112.4,97.9,90.9,105.2,91.4,99.3,101.3,89.4
COC(=O)C1CSCC1=O (stereo unspecified),·,101.2,107.4,·,102.3,91.3,107.5,107.3
O=C(N/N=C\c1ccc(Cl)c(Cl)c1)c1ccncc1,110.4,97.3,88.3,113.2,83.4,97.5,108.4,101.0
N#CC1(C#N)C(/C=C/c2ccccc2)OC23CCCCC2C1(C#N)C(=N)O3 (stereo unspecified),105.6,102.3,105.2,104.5,91.0,100.7,110.8,90.1
N#Cc1cnc2ccc(-c3cnc4[nH]ncc4c3)cc2c1N1CCc2cc(F)c(Cl)cc21,-6.0*,0.7*,10.9,-42.0*,-2.2*,-2.6*,20.1,-9.5*
N#Cc1c(N)nnn1Cc1cc(=O)oc2ccc(O)cc12,116.6,108.3,112.0,99.0,96.8,98.0,110.9,101.8
O=C(O)/C=C(\Cc1ccccc1)C(=O)O,115.4,116.7,110.6,103.8,97.0,111.8,106.2,98.6
Nc1ccccc1SC(CC(=O)c1ccccc1)c1cccc([N+](=O)[O-])c1 (stereo unspecified),81.9&113.0,86.7&122.5,99.6&86.4,109.6&106.5,19.0&19.3,90.0&88.3,88.9&102.8,10.9&33.5
O=C1C(=O)C(Cl)=C(Cl)C(Cl)=C1Cl,·,71.7,100.8,101.7,92.1,100.8,102.0,94.5
O=C(O)CCC(NC(=O)c1ccc([N+](=O)[O-])cc1)C(=O)O (stereo unspecified),107.8&122.9,109.0&101.6,100.4&109.6,112.4,98.8&101.5,96.0&99.9,93.1&81.3,103.3&110.3

# Remaining list, next part.
SMILES,SK-MEL-2,MALME-3M,MDA-MB-231,HS 578T,MCF7,T-47D,BT-549,LOX IMVI
O=C(CSc1nccc(Nc2ccc(S(=O)(=O)Nc3nccs3)cc2)n1)c1ccccc1,103.5,103.1,106.5,97.0,103.6,94.2,·,97.9
COc1ccc(/C(C)=N\NC(N)=O)cc1,99.3,118.4,110.7,104.5,97.4,106.0,98.6,112.5
COc1ccc2[nH]c(=O)c(CSc3ccc(N)cc3)cc2c1,88.2,113.0,94.3,104.1,79.0,52.5,97.1,34.1
COc1ccc(-c2noc(C(=O)O)c2-c2cccc(OC)c2)cc1,98.0,102.8,111.0,103.0,93.2,98.7,114.8,98.6
COc1ccc(CCC2CC2Cc2ccc(OCc3ccccc3)cc2)cc1 (stereo unspecified),108.2,110.6,106.2,107.1,95.5,105.8,110.6,93.4
Nc1nnc(-c2ccc(Nc3nccc(Cl)n3)cc2)s1,103.8,97.1,90.4,105.7,87.2,94.0,102.6,96.2
O=C1c2c(O)cc(O)cc2O[C@@H](c2ccc(O)cc2)[C@@H]1c1c(O)cc(O)c2c(=O)cc(-c3ccc(O)c(O)c3)oc12,117.3,90.7,111.3,102.1,99.9,104.6,98.3,88.9
Cc1ccc(S(=O)(=O)C2=C3C(=C(c4ccccc4)c4ccccc43)CN(S(=O)(=O)c3ccc(C)cc3)C2)cc1,36.8,72.0,48.8,62.4,37.6,12.0,-1.4*,-76.5*
Cn1cc(-c2nc(N)nnc2-c2c[nH]c3ccc(Br)cc23)c2cc(F)ccc21,112.6,94.2,90.2,96.4,47.4,74.8,96.9,92.3
OCCN(CCO)c1ccc(OCc2ccccc2)cc1,101.0,107.6,100.7,92.7,105.4,100.8,96.2,109.8
CN(C)CCOc1nc2c3cc([N+](=O)[O-])ccc3nn2c2ccccc12,91.6,52.4,66.4,69.8,16.7,46.5,69.6,20.2
COc1cc(OC)c(S(=O)(=O)NNC(=O)c2ccncc2)cc1C(=O)/C=C/c1ccc2c(c1)OCO2,101.9,100.6,96.3,95.8,57.7,95.0,80.7,·
COC(=O)[C@]1(C)CCC[C@]2(C)c3ccc(C(C)C)cc3C(=O)[C@@H](Br)[C@@H]12,103.0,·,82.9,98.0,57.6,53.1,115.6,79.7
COC(=O)c1c(OC2=CC(=O)C(OC)=C(CC=C(C)C)C2=O)cc(O)c(CC=C(C)C)c1O,101.0,119.7,85.4,·,108.5,100.2,103.1,95.1
Cc1ccc(Cn2c(C)ccc2C)cc1,97.3,102.5,103.1,·,92.9,94.4,94.1,88.2
O=Nc1ccc(Nc2ccccc2)cc1,109.4,104.2,62.5,111.2,67.2,63.2,78.8,23.5
O=C(Nc1ccc(Cl)cc1)N1NC(c2ccc(Cl)cc2)C=C1c1ccccc1 (stereo unspecified),107.2,100.1,106.4,122.8,89.6,94.0,101.9,103.6
Cc1c(O)c(=O)ccn1C1CCC(CC2CCC(n3ccc(=O)c(O)c3C)CC2)CC1 (stereo unspecified),66.8,63.8,43.4,21.9,15.9,32.3,31.5,25.0
Cc1ccc(NC(=O)N2CCCCC2)cc1NC(=O)N1CCCCC1,104.4,100.4,106.9,129.8,100.2,116.8,103.9,106.6
COc1ccc(/C=C/c2c(C(=O)/C=C/c3ccc(Cl)cc3)c(C)nc3ccccc23)cc1,45.7,28.0,34.1,34.4,26.2,23.2,54.5,-62.2*
Cc1ccc(/C=C/c2cn(-c3ccccc3)nc2-c2cccc(C#N)c2)cc1,89.7,95.9,101.7,97.0,91.0,92.4,84.2,102.0
CCCCCCC1(/C=N/NC(N)=O)NC(=O)NC1=O (stereo unspecified),98.8,103.2,110.5,113.6,91.2,87.8,94.1,97.4

# Laid out differently: results already given.
Cc1ccc(S(=O)(=O)C2=C3C(=C(c4ccccc4)c4ccccc43)CN(S(=O)(=O)c3ccc(C)cc3)C2)cc1
  SK-MEL-2: 36.8; MALME-3M: 72.0; MDA-MB-231: 48.8; HS 578T: 62.4; MCF7: 37.6; T-47D: 12.0; BT-549: -1.4*; LOX IMVI: -76.5*

Cn1cc(-c2nc(N)nnc2-c2c[nH]c3ccc(Br)cc23)c2cc(F)ccc21
  SK-MEL-2: 112.6; MALME-3M: 94.2; MDA-MB-231: 90.2; HS 578T: 96.4; MCF7: 47.4; T-47D: 74.8; BT-549: 96.9; LOX IMVI: 92.3

OCCN(CCO)c1ccc(OCc2ccccc2)cc1
  SK-MEL-2: 101.0; MALME-3M: 107.6; MDA-MB-231: 100.7; HS 578T: 92.7; MCF7: 105.4; T-47D: 100.8; BT-549: 96.2; LOX IMVI: 109.8

CN(C)CCOc1nc2c3cc([N+](=O)[O-])ccc3nn2c2ccccc12
  SK-MEL-2: 91.6; MALME-3M: 52.4; MDA-MB-231: 66.4; HS 578T: 69.8; MCF7: 16.7; T-47D: 46.5; BT-549: 69.6; LOX IMVI: 20.2
